Screens: PubChem, several laboratories
M5 PAM = CHRM5 positive allosteric modulation. P08912. CHO-K1 hM5, Fluo-8 calcium, ACh EC20 PAM; 0% = ACh EC20, 100% = ACh EC100. activation, % at 3 µM. 0.3% of 360,000 active. AID 624038;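 active means activation above the run cutoff, the mean activation of all test compounds plus 3 SD, cut at about 18% in these data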
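Measured by: Fluo-8 calcium fluorescence; material: human M5 receptor in CHO-K1 cells; schedule: Post-acetylcholine fluorescence recording 140 s; benchmarks: low control EC20 acetylcholine (0%), high control EC100 acetylcholine (100%); read-out: Max/basal fluorescence ratio as % of EC20–EC100 ACh window; compound: single dose, 3 µM nominal final test concentration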
M4 antag = CHRM4 antagonism in calcium assay; P08173; CHO-hM4 cells, ACh EC80, Fluo-8 calcium fluorescence; inhibition, % at 3 µM; 0.73% of 360,000 active; AID 624125;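 active means inhibition above its plate's cutoff, the mean inhibition of sample wells plus 3 SD, cut at about 27% in these data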;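 further: 0% = acetylcholine EC80 with DMSO and 100% = DMSO without agonist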
CRFBP-R2 block = CRF-BP/CRF-R2 complex antagonism | HEK293 CRF-R2/CRF-BP, CRF-induced calcium fluorescence | inhibition, % at 11.8 µM | 0.59% of 350,000 active;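 active means inhibition of the ligand-induced calcium signal above about 50% at the single tested concentration, limit read from the data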
CHRM4 PAM = potentiates acetylcholine response at human M4 receptor; P08173; CHO-K1 hM4/Gqi5, Fluo-8 calcium fluorescence, ACh EC20; 0% = ACh EC20, 100% = maximal ACh; activation, % at 3 µM; 0.4% of 360,000 active;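 active means activation above its plate's cutoff, the mean activation of sample wells plus 3 SD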; further: some results filed as inactive read as strong as hits
CHRM5 antagonist = antagonists of human muscarinic M5 receptor (CHRM5); 0.59% of 360,000 active; inhibition, % at 3 µM; AID 624040; P08912; CHO-hM5 cells, Fluo-8 calcium fluorescence, ACh EC80;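 active means inhibition above a per-plate cutoff, the mean of that plate's test compounds plus 3 SD, cut at about 27% in these data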;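 further: 0% = acetylcholine EC80 with DMSO and 100% = DMSO without agonist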
CRFR2-BP ag = CRF-BP/CRF-R2 complex agonism; HEK293 CRF-R2/CRF-BP, calcium dye fluorescence (FLIPR); percent of saturating CRF peptide response; activation, % at 13.2 µM; 0.46% of 350,000 active; AID 588473;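 active means activation of at least 50%, plus an integration ratio under a set limit after plate pattern correction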;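 further: plate controls were neutral control wells without compound for no effect and CRF at EC100 for full effect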
CHRM1 PAM = human CHRM1 positive allosteric modulation; 0.088% of 360,000 active; P11229; activation, % at 3 µM; AID 588819; CHO-K1 hM1, Fluo-8 calcium fluorescence, ACh EC20; 0% = ACh EC20, 100% = maximal ACh; in the data active means activation above about 19%, passing the limit was not always enough
CHRM4 agonist = CHRM4 agonism in calcium assay. P08173. CHO-K1 hM4/Gqi5, Fluo-8 calcium fluorescence; vehicle 0%, full acetylcholine response 100%. activation, % at 3 µM. 0.14% of 360,000 active. AID 624127;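 active means activation above the run mean over all test wells plus 3 SD, cut at about 32% in these data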;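 further: peak over basal fluorescence ratio per well then scaled between controls; 0% = DMSO wells and 100% = acetylcholine at EC100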
CHRM5 agonist = CHRM5 agonism in calcium assay; P08912; CHO-K1 hM5 cells, Fluo-8 calcium fluorescence; 0% DMSO wells, 100% maximal acetylcholine response; 0.19% of 360,000 active; activation, % at 3 µM;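 active means activation above the run's mean over test compounds plus 3 SD, cut at about 23% in these data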;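 further: signal is peak over basal fluorescence ratio across the kinetic read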
Starred values were filed as active, the others as inactive; · = no result given.

SMILES	M5 PAM	M4 antag	CRFBP-R2 block	CHRM4 PAM	CHRM5 antagonist	CRFR2-BP ag	CHRM1 PAM	CHRM4 agonist	CHRM5 agonist
Cc1ccc(-c2noc(CCC(=O)NCC3CCCO3)n2)cc1 (stereo unspecified)	-6	4	3	13	11	0.5	0	0	-5
Cc1ccc(/C=C2\SC(=S)N(CCC(=O)NNC(=O)c3ccncc3)C2=O)cc1	8	-4	-3	-2	-8	-0.7	10	2	3
O=C(NN=Cc1ccc(F)cc1)c1cccc(S(=O)(=O)N2CCCC2)c1	-3	5	-11	1	3	-1.5	-16	2	1
CCn1cc(S(=O)(=O)CC(=O)N2CCc3ccccc32)c2ccccc21	-9	-6	12	-3	5	-4.9	-8	12	4
COCC(C)NC(=O)CSc1nc2nn(-c3ccccc3)c(=O)c-2c2n1CCCCC2 (stereo unspecified)	4	-5	2	9	4	-2.0	11	1	1
COc1ccccc1C(=O)NC(=S)N1CCCc2ccccc21	-4	11	10	-15	-4	-0.6	2	-1	-4
COc1ccc(OCc2nnc(SCC(=O)NNC(=O)c3ccc(C)cc3)n2C)cc1	0	-4	3	18	0	-0.6	4	1	-2
CCN(CC(=O)Nc1ccccc1OC)C(=O)CSCc1c(C)noc1C	-3	-1	-7	-1	17	-0.5	9	1	-2
O=C(N/N=C/c1ccc(-c2ccccc2C(=O)O)o1)c1cccs1	-6	-13	14	9	7	1.4	8	1	-5
C(=C\c1ccccc1)/CN1CCN(C(c2nnnn2Cc2ccccc2)C2CC2)CC1 (stereo unspecified)	-11	5	·	-13	3	·	-12	8	-6
CCC(C)[C@H](N)c1cn([C@@H](Cc2cc3ccccc3[nH]2)C(=O)N2CCNCC2)nn1 (stereo partly specified)	16	-5	0	8	3	-0.7	6	0	-2
O=C(NCC(c1ccco1)N1CCCC1)c1sc2cc(F)ccc2c1Cl (stereo unspecified)	1	-15	-11	4	-1	5.5	-2	2	-6
COc1cc(SC)ccc1C(=O)NCCNC(=O)c1nonc1N	-1	-11	3	5	7	-0.4	17	2	1
COc1ccc(S(=O)(=O)N2CCC(C(=O)N3CCc4ccccc4C3)CC2)cc1	-2	-2	13	18	-8	0.1	4	4	1
N#Cc1nn(-c2ccccc2)nc1N1CCCCC1	6	-3	-20	10	-6	-0.8	0	0	1
CCCN1CCN(C(=O)Cn2c(=O)oc3cc(S(=O)(=O)NCc4ccccc4)ccc32)CC1	1	-8	22	4	1	1.2	6	1	3
Cc1ccc(N2CC(c3nc4ccccc4n3C)CC2=O)cc1 (stereo unspecified)	3	-16	-20	10	-3	0.2	1	1	3
CCOC(=O)[C@H]1[C@H]2COc3ccc(Cl)cc3[C@@H]2N2C(=O)c3cc(Cl)ccc3NC(=O)[C@@]12C	-1	-6	2	-7	-2	0.5	24	4	-7
O=S(=O)(Nc1cccnc1)c1ccc(Cl)c(C(F)(F)F)c1	-3	-1	-9	5	0	0.6	4	1	0
COc1ccc(-c2nnc(CSc3nnc(-c4ccncc4)n3C3CCCCC3)o2)cc1OC	3	8	-2	-8	13	1.3	3	1	0
CCN(CC)C(=O)c1sc(NC(=O)Cc2ccc(OC)cc2)c(C#N)c1C	-2	-7	15	8	0	-1.6	8	0	-4
O=C(NCc1ccccc1Cl)C1CC(=O)N(Cc2ccccc2)C1 (stereo unspecified)	8	-5	-15	4	2	1.0	1	2	6
Cc1ccc2[nH]c3c(=O)n(Cc4ccncc4)cnc3c2c1	1	-2	5	0	0	-1.7	5	-1	-2
O=C(C1CCCCN1S(=O)(=O)c1ccccc1)N1CCCCC1 (stereo unspecified)	5	8	-5	-8	-6	-0.3	4	1	-3
CN(CC(=O)Nc1ccccc1Br)C(=O)c1ccccc1OCc1ccc(Cl)cc1	-11	4	10	-8	3	0.2	-7	9	-6

Quoted from the listing.
In M4 antag, Cc1ccc(/C=C2\SC(=S)N(CCC(=O)NNC(=O)c3ccncc3)C2=O)cc1 has the entry -4
In CRFBP-R2 block, CCn1cc(S(=O)(=O)CC(=O)N2CCc3ccccc32)c2ccccc21 has the entry 12
In M5 PAM, O=C(NCC(c1ccco1)N1CCCC1)c1sc2cc(F)ccc2c1Cl (stereo unspecified) has the entry 1

(next part)
SMILES	M5 PAM	M4 antag	CRFBP-R2 block	CHRM4 PAM	CHRM5 antagonist	CRFR2-BP ag	CHRM1 PAM	CHRM4 agonist	CHRM5 agonist
O=C1CN(C(=O)COC(=O)c2ccc(C(F)(F)F)cc2)c2ccccc2N1	1	-9	-2	8	5	-0.3	15	1	-3
COc1ccc(CCNC(=O)CCCNC(=O)Cn2cnc3sc(C)c(C)c3c2=O)cc1OC	-4	-11	4	19	-2	-2.8	-6	9	5
Cc1cc(C)c2[nH]c(=O)c(C(c3nnnn3Cc3ccc4c(c3)OCO4)N3CCCCC3)cc2c1 (stereo unspecified)	-3	-16	9	3	-10	0.9	9	1	-4
CCCCn1c(N)c(N(CC(C)C)C(=O)C2=NN(c3ccccc3)C(=O)CC2)c(=O)[nH]c1=O	8	-3	1	6	9	3.9	9	2	-1
Oc1ccc(-c2onc3ccc(Cl)cc23)cc1	0	14	2	-4	1	0.7	3	0	0
Nc1nonc1-n1nnc(C(=O)N/N=C/c2ccccc2F)c1CN1CCc2ccccc21	-4	7	-4	0	10	-0.1	1	1	-3
Nc1ccccc1C(=O)NC1CCCNC1=O (stereo unspecified)	4	-4	-17	12	8	1.0	5	0	-6
Cc1ccc(S(=O)(=O)N2CCN(C(=O)[C@H](Cc3ccccc3)NC(=O)c3ccco3)CC2)cc1C	-6	0	-20	7	4	0.6	2	2	1
O=C(CCN1CCC2CCC(C2)C1)c1ccccc1 (stereo unspecified)	11	0	8	0	6	-0.8	4	-1	1
COC(=O)c1nn(-c2ccccc2)c(=O)cc1Sc1ccc(Cl)cc1	-4	1	28	-1	0	-0.5	6	1	0
CC(C(N)=O)N1C(=O)c2cccc3cccc1c23 (stereo unspecified)	5	9	-3	-2	-4	-1.2	0	1	1
O=C(CSc1nc(C(F)(F)F)cc(=O)[nH]1)N1CCOCC1	-3	-19	20	6	-13	-1.7	1	0	-4
COc1ccc(S(=O)(=O)N2CCCC(C(=O)NCC3CCCO3)C2)cc1C (stereo unspecified)	-4	3	3	-1	4	-0.6	0	2	-5
COc1ccc(NC(=S)N2CCN(C(=O)C3CCCO3)CC2)c(OC)c1 (stereo unspecified)	0	-5	12	4	-5	2.0	16	2	-1
C/C(=N\NC(=O)c1nnn(-c2nonc2N)c1C)c1ccc(-c2ccccc2)cc1	2	-1	7	3	1	1.9	18	2	1
CC(=O)Nc1cccc(NC(=O)Cc2cccs2)c1	-7	9	1	-7	11	1.9	18	0	0
C/C(Cl)=C\COc1cc(C)nc2c(Br)cccc12	0	1	-14	-6	-9	-0.1	-1	0	-1
N#Cc1c(N2CCN(C(=O)c3ccccc3)CC2)nc(-c2ccccc2)c2c1CCCC2	-13	21	0	-11	9	7.7	-19	1	-9
Cc1cc(C)cc(NC(=O)CN2CCN(CCN=CC3=C(O)CC(c4ccc(Cl)cc4)CC3=O)CC2)c1 (stereo unspecified)	-6	-2	-17	-9	0	-1.8	-1	7	-2
CN(C(=S)Nc1ccc(F)cc1)C(c1ccccc1)c1ccccc1	-3	6	21	-3	10	0.1	-4	0	-5
O=C(COc1ccc(S(=O)(=O)N2CCOCC2)cc1)Nc1ccccc1C(F)(F)F	-3	0	1	-2	1	-0.9	8	3	-2
CCOC(=O)c1cnc(Nc2nc3ccccc3o2)nc1CSc1nnc(C)s1	3	2	6	1	5	-0.4	6	0	-5
CCN(CC(=O)NCc1cccs1)C(=O)/C=C/c1ccc(F)cc1	-2	1	11	0	-3	0.6	5	0	1
Cc1cnn(C(=S)NCCc2ccccc2)c1	0	-14	-2	22	-6	1.8	6	0	-2
CC(CNC1CCCCC1)OC(=O)c1ccccc1 (stereo unspecified)	-5	-3	3	-8	-1	2.4	-7	1	-1

(continued)
SMILES	M5 PAM	M4 antag	CRFBP-R2 block	CHRM4 PAM	CHRM5 antagonist	CRFR2-BP ag	CHRM1 PAM	CHRM4 agonist	CHRM5 agonist
COc1ccc(/C=N/Nc2cc(=O)n(C)c(=O)n2C)cc1OC	0	-6	10	2	1	-1.3	2	6	1
OC(c1ccccc1)C(NCCNCc1ccccc1)c1ccccc1 (stereo unspecified)	-35	11	-3	-8	21	0.6	-24	2	-11
COCCN(C(=O)COC(=O)C1CC1)c1c(N)n(Cc2ccccc2)c(=O)[nH]c1=O	6	-6	-11	12	-2	4.7	9	0	2
CCCCCN1CC(=O)N2Cc3[nH]c4ccccc4c3C[C@H]2C1=O	-5	-4	0	-7	10	3.0	2	4	2
CCOc1cc(/C=C2/C(=N)N3C=CSC3=NC2=O)ccc1OCCCOc1ccccc1C	-5	2	-46	1	-3	3.6	-5	0	0
CCn1c(C)cc(C(=O)CSc2nnc(-c3ccco3)o2)c1C	-4	-6	-13	6	7	-1.4	4	2	2
CC12CCCCC1c1ccccc1C(=NCC(=O)O)N2 (stereo unspecified)	2	-1	-37	7	-4	4.8	17	1	1
O=C(c1cccc(F)c1)N1CCN(S(=O)(=O)c2ccc(C(F)(F)F)cc2)CC1	1	12	5	2	7	-0.5	0	1	-1
CC(=O)c1nc2ccccc2n1S(=O)(=O)c1ccc(Cl)cc1	1	-4	6	2	-5	0.5	7	0	2
CCOc1ccccc1CN1CCN(Cc2ccon2)CC1CCO (stereo unspecified)	3	-1	-4	-9	-15	-2.9	6	0	0
Cc1ccc(NC(=S)N(CCCN2CCOCC2)Cc2cccnc2)cc1C	1	-2	28	-5	1	-3.7	8	1	-3
Cc1ncc(S(=O)(=O)C(C)(C)C)c(N)n1	8	4	-9	-2	8	2.1	5	1	2
O=C(OCC(=O)N1CCCc2ccccc21)c1ccc(S(=O)(=O)C(F)F)cc1	-2	-8	5	-5	1	-0.1	1	6	-2
Cc1ccc2nc(-c3ccc(F)cc3)nc(SCC(=O)NCC3CCCO3)c2c1 (stereo unspecified)	17	-19	-1	6	-17	1.2	12	1	-1
COC(OC)c1ccc(C#N)c(=O)[nH]1	0	-3	4	-1	0	-2.3	2	0	0
CC1(CCC#N)N=C(SCCC#N)N(c2ccccc2)C1=O (stereo unspecified)	-1	0	32	8	7	-2.6	13	1	1
Cc1ccc(NC(=O)CN2CCCC2)c2c1CC(C)(C)O2	0	5	12	2	5	-1.7	5	1	-4
CC(C)NC(=O)C1=NN(c2ccccc2)C(=O)CC1	0	-3	0	3	1	3.1	7	1	-2
O=C(CC(Cc1ccccc1)C(=O)O)Nc1ccc(F)cc1 (stereo unspecified)	8	5	1	-2	3	-0.3	7	1	-3
Clc1ccc(-c2nnc(C34CC5CC(CC(C5)C3)C4)o2)cn1	7	-2	-10	9	0	1.2	6	1	-1
COC(=O)N/N=C/c1cc(C)n(-c2ccc(Br)cc2)c1C	-3	13	3	-4	11	0.2	2	-1	-3
Cn1c(=O)c2[nH]c(COc3ccccc3)nc2n(C)c1=O	-7	-4	5	7	0	2.3	11	13	1
Cn1c(=O)cc(OCCCC(=O)NCCCN2CCN(Cc3ccccc3)CC2)c2ccccc21	-9	-1	-2	-5	-1	1.1	-5	0	-8
